# RXFP1 antag = qHTS Assay for Antagonists of the Relaxin Receptor RXFP1. AID 1259400, 2018. activity change, negative = inhibition, % at 57.5 µM. HEK293-RXFP1, relaxin-stimulated cAMP HTRF, 30 min; active compounds read low. Relaxin receptor 1 (Homo sapiens), Q9HBX9. 0.59% of 350,000 active;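 active = activity change of -60% or lower, but not beyond a set lower limit; inconclusive = change between -60% and -40%, or beyond the set limit; inactive = change above -40%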
# Target sequence (Q9HBX9 whole entry, looked up): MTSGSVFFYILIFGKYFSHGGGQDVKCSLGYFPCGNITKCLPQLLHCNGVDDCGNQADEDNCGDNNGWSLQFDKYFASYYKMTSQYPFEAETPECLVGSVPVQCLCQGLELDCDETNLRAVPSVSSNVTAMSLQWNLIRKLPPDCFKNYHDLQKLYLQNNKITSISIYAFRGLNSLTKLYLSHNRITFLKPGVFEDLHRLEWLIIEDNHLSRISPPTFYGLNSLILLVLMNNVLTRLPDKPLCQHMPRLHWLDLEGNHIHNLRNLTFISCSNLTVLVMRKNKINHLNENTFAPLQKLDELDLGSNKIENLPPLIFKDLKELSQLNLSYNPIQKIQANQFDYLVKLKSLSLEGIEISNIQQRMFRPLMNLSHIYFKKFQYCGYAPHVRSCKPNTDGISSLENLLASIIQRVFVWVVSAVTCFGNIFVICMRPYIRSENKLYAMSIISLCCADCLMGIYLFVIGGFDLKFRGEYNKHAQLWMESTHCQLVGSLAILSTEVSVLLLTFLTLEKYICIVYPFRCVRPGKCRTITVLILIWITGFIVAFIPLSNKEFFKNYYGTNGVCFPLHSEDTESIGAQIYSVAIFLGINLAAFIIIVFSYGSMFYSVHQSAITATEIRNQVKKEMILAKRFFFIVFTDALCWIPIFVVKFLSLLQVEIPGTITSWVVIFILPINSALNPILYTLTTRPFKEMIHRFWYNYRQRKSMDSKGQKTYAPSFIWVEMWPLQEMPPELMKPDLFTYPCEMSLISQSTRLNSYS
# The depositor's hits bear a star; u = inconclusive. % is scaled to controls: 0 for no effect and ±100 for the full control effect.
SMILES,RXFP1 antag
COc1ccccc1S(=O)(=O)N(C)C[C@@H]1OCc2cnnn2CCCC(=O)N([C@H](C)CO)C[C@@H]1C,9
COc1ccc(COC(=O)CCc2c[nH]c3ccccc23)cc1F,5
COc1cccc(NC(=O)N(C)C[C@@H]2Oc3ncc(Br)cc3C(=O)N([C@@H](C)CO)C[C@H]2C)c1,4
O=C(NC1c2ccccc2Oc2ccccc21)c1ccc([N+](=O)[O-])cc1,-8
COc1ccc(N2C(=O)CC(Sc3nccc(C)n3)C2=O)c(OC)c1 (stereo not drawn),8
Nc1ccc(C(=O)c2ccc3c(c2)OCCO3)cc1N,-8
O=c1[nH]nc(-c2ccccc2)cc1-c1ccccc1,-1
CCCc1c(C(=O)N/N=C/c2ccc(OCc3ccccc3)cc2)nnn1-c1nonc1N,1
C[N+](C)(C)CCCCCC[N+](C)(C)C,-4
NC(=O)NC(Cc1ccccc1)C(=O)NNC(=O)COc1ccccc1Cl (stereo not drawn),-7
O=C(Nc1ccn(CCCN2CCN(c3ccccc3)CC2)c(=O)n1)OCc1ccccc1,2
Cn1c(=O)c2[nH]c(Cc3cccc4ccccc34)nc2n(C)c1=O,4
COC1=CC(=O)OC(C)(c2ccccc2)C1 (stereo not drawn),-8
Cc1ccc(Cl)cc1NC(=O)CN1CCOCC1,4
CC1(c2ccccc2)NC(=O)N(CC(=O)Nc2cc(C(F)(F)F)ccc2N2CCCCC2)C1=O (stereo not drawn),-30

# Rewritten with bars between the fields: entries from further up.
compound | RXFP1 antag
COc1ccccc1S(=O)(=O)N(C)C[C@@H]1OCc2cnnn2CCCC(=O)N([C@H](C)CO)C[C@@H]1C | 9
O=C(NC1c2ccccc2Oc2ccccc21)c1ccc([N+](=O)[O-])cc1 | -8

# Continued.
SMILES,RXFP1 antag
Cc1cc(=O)oc2cc(OCC(=O)NC3(C#N)CCCCC3)ccc12,3
CNC(=O)C[C@H]1C(=O)N(c2ccc(OC)cc2)C[C@@H]1C,7
NS(=O)(=O)c1ccc(NC(=O)COC(=O)C2CC2)cc1,6
CCOC(=O)c1ccc(N=Cc2cnc(N)nc2N)cc1,-6
CCN(CC)C(=O)C1=C(C)N(Cc2ccc(C(C)(C)C)cc2)C(=O)C(CC(=O)NCCN2CCOCC2)C1 (stereo not drawn),7
CCOc1ccc(C(=O)N2CCN(c3ncccn3)CC2)cc1,-5
Cc1ccc(-c2nc3ncccc3o2)cc1NC(=O)c1ccco1,-9
COC(=O)C1=C(C)NC(COC(N)=O)=C(C(=O)OC(C)C)C1c1cccc(Cl)c1Cl (stereo not drawn),-25
COc1ccc(N2CC(C(=O)N3CCc4ccccc43)CC2=O)cc1 (stereo not drawn),-2
O=C(OCCn1c(=S)sc2ccccc21)c1ccccc1,-6
COc1ccccc1NS(=O)(=O)c1ccc(C(=O)N2CCCCCC2)cc1,-13
Nc1nc(SCc2ccccc2)sc1C(=O)N1CCCCC1,6
CC(=O)Nc1ccc(S(=O)(=O)NCC(=O)OCC(=O)c2ccc[nH]2)cc1,-4
O=C(CN1C(=O)NC2(CCc3ccccc32)C1=O)NCc1ccc(Cl)cc1 (stereo not drawn),4
CC12C(=O)N(c3nccs3)C(=O)C1(C)C1CCC2O1 (stereo not drawn),-1
CC(C)NC1(C(N)=O)CCNCC1,2
Cc1ccc(C(=O)OCC(=O)NCc2ccc3c(c2)OCO3)cc1S(=O)(=O)N1CCOCC1,1
CCN(CC)C(=O)c1ncn2c1c(=O)[nH]c1ccccc12,6
CC1NC(=O)c2cccnc2-n2c1nc1cc(F)ccc1c2=O (stereo not drawn),7
COc1cccc(-c2ccc3c(c2)O[C@H](CN(C)C(=O)c2ccccc2F)[C@H](C)CN([C@H](C)CO)S3(=O)=O)c1,6
Cc1ccc(NC(=O)CCN2CCN(CCO)CC2)cc1,7
O=C(NC1CCN(Cc2ccccc2)CC1)c1ccccc1NS(=O)(=O)c1ccc(F)c(F)c1,-13
OCc1cccc[n+]1CCc1ccccc1,-9
NC(CSC(c1ccccc1)(c1ccccc1)c1cccc2ccccc12)C(=O)O (stereo not drawn),u
COc1cccc(-c2cc(C(=O)Nc3ccc(N(C)C(C)=O)cc3)c3cc(Br)ccc3n2)c1,1
COc1cc2ccc(C(C)=O)c(O)c2cc1OC,14
Cc1occc1C(=O)N(C)CC1CCCN(CCc2ccc(Cl)cc2)C1 (stereo not drawn),5
O=C(NNC(=O)c1ccncc1)Nc1ccc(Br)cc1,-4
O=c1c2cc(C(F)(F)F)ccc2sn1-c1ccccc1,-11
COc1ccc(CC(=O)Cc2ccc(OC)c(OC)c2)cc1OC,8
CCc1ccccc1N1CC(C(=O)N2Cc3ccccc3CC2C(N)=O)CC1=O (stereo not drawn),-1
CCOc1ccccc1C(c1c(O)nc(SC)[nH]c1=O)c1c(O)nc(SC)[nH]c1=O,-15
C[C@@H]1CN([C@@H](C)CO)S(=O)(=O)c2ccc(Br)cc2O[C@H]1CN(C)C(=O)c1cccc(F)c1,-4
CC(C)C(NC(=O)c1ccccc1F)C(=O)NCCCn1ccnc1 (stereo not drawn),-10
O=C1C=CC(=O)N1c1ccc(Nc2ccccc2)cc1,-40
CCC(C)NC(=O)C1(N2C(=O)c3ccccc3C2=O)CCCC1 (stereo not drawn),-7
C[C@@H]1CN([C@H](C)CO)C(=O)CCCn2nncc2CO[C@H]1CN(C)Cc1cccc(O)c1,5
COC1=C(NCc2ccc3c(c2)OCO3)C(=O)C(OC)=C(NCc2ccc3c(c2)OCO3)C1=O,-7
c1ccc2sc(SSc3nc4ccccc4s3)nc2c1,-21
CCOC(=O)N1CCC(NS(=O)(=O)c2cc3c(cc2Br)CCN3C(=O)CC)CC1,-16
CCOC(=O)c1ccc(S(=O)(=O)N2CCC(C(=O)N3CCN(c4ccccc4OC)CC3)CC2)cc1,-12
O=C(CSc1ncccn1)NC(=O)NC1CCCC1,1
C[C@H](O)[C@@H]1C(=O)N2CCc3ccc(-c4ccccc4)cc3[C@@H]2C[C@@H]1N(C)C(=O)c1ccco1,9
O=C1NC(=O)C(c2ccc(Cl)cc2Cl)N1 (stereo not drawn),-10
CCOc1ccc(/C=N/NC(=O)c2ccncc2)cc1OC,-1
CC1CCN(C(=O)c2ncn3c2c(=O)[nH]c2ccccc23)CC1,-5
COc1ccccc1CCC(=O)Nc1ccc(S(=O)(=O)Nc2ncccn2)cc1,-3
CCOC(=O)c1ccc(C(=O)NNC(=O)C2CC=CCC2)cc1 (stereo not drawn),-10
Cc1ccc(S(=O)(=O)NN=C2CC3CCC2(C)C3(C)C)cc1 (stereo not drawn),10
CN(C)c1ccc(N=Nc2nccs2)cc1,0
N#CCCN1CCN(CCC#N)C1=S,-11
Cc1c2ccccc2nc2ccccc12,-8
COc1cc2c(cc1OC)C(CNC(=O)C=Cc1cc(OC)c(OC)c(OC)c1)C2 (stereo not drawn),14
Cc1cc(NS(=O)(=O)c2ccc(NC(=O)CNS(=O)(=O)c3ccccc3)cc2)nc(C)n1,-6
CCOC(=O)COc1c(Cl)cc(/C=C2\N=C(C)OC2=O)cc1OC,-4
CN(Cc1ccc(Cl)cc1Cl)C(=O)c1cccc(S(=O)(=O)NCc2ccccc2)c1,-9
CCOC(=O)C1CCN(C(=O)CCn2c(=O)oc3ccccc32)CC1,-4
Cc1nc(Nc2ccccc2C)c2cnn(C)c2n1,1
NS(=O)(=O)c1ccc(CCNC(=S)NC(=O)c2ccccc2Br)cc1,9
CC(C)(Oc1ccc(F)cc1)C(=O)OCC(=O)c1ccc(S(C)(=O)=O)cc1,1

# Following part:
SMILES,RXFP1 antag
COc1ccc(S(=O)(=O)N2CCCCC2)cc1NC(=O)c1cccc(S(=O)(=O)N2CCOCC2)c1,-2
C[C@@H]1CN([C@H](C)CO)C(=O)c2cc(Br)cnc2O[C@H]1CN(C)C(=O)Nc1ccc2c(c1)OCO2,-2
CCN(CC(=O)Nc1cc(Cl)ccc1C)C(=O)CC1CCCC1,-8
CN(C)c1ccc(C=NN2C(=O)CSC2=S)c(Cl)c1,12
Nc1nc(NCc2cccs2)nn1-c1ccccc1,5
O=C(Cn1cc([N+](=O)[O-])ccc1=O)N1CCc2ccccc21,-2
O=[N+]([O-])c1cccc(-c2ccc3nnc(SCc4cccnc4)n3n2)c1,11
Cc1ccc(S(=O)(=O)NCc2ccccc2)cc1C(=O)N(C)CC(=O)Nc1ccccc1Br,8
CCCC(=O)c1cc(O)c(O)cc1O,-19
Cc1onc(-c2ccccc2)c1C(=O)Nc1cccc(S(=O)(=O)N2CCCCC2)c1,-9
COc1cc(C=C2CCC/C(=C\c3ccc(O)c(OC)c3)C2=O)ccc1O,-95*
O=C1NC(=S)SC1=Cc1ccc(Cl)cc1,-19
CCc1ccc(Nc2ccc3nonc3c2[N+](=O)[O-])cc1,-4
COCC#Cc1ccc2c(c1)O[C@@H](CN(C)S(=O)(=O)c1cccc(F)c1)[C@@H](C)CN([C@H](C)CO)S2(=O)=O,1
Cc1cc(NC(=O)CN(C)CC(=O)Nc2ccc(Cl)cc2)no1,0
COc1cc(O)c(C=Nc2ccccc2NS(=O)(=O)c2ccc(C)cc2)c(OC)c1,-15
CC(=O)N1CCN(S(=O)(=O)c2cccc(C(=O)N3CCN(S(=O)(=O)c4c(C)c(C)cc(C)c4C)CC3)c2)CC1,4
Cc1ccccc1-c1nnc(SCC(=O)Nc2c(C)n(C)n(-c3ccccc3)c2=O)o1,2
S=C(NCCCN1CCN(CCCNC(=S)NC2CCCCC2)CC1)NC1CCCCC1,-8
O=C(OCC(=O)N1CCc2ccccc2C1)c1ccc(F)cc1Cl,-6
Cc1ccc(S(=O)(=O)N2CCN(C(=O)Cn3c(=O)cnc4ccccc43)CC2)c(C)c1,-3
CSc1nc(O)c(C(c2ccccc2Cl)c2c(O)nc(SC)[nH]c2=O)c(=O)[nH]1,-7
Cc1nnc(NC(=O)c2ccc(S(=O)(=O)N3CCCCC3)cc2)s1,-12
Cc1ccc(OCC(=O)O/N=C(\N)Cc2cccs2)cc1C,-5
Cc1cccc(C)c1NC(=O)CN1CCCCCC1,4
O=C(CSc1ncnc2ccccc12)NC1CCS(=O)(=O)C1 (stereo not drawn),-8
CCN(CC)CCNC(=O)c1ccc(NC(=O)Cc2ccc(OC)c(S(=O)(=O)N3CCOCC3)c2)cc1,-5
CCN(CC)S(=O)(=O)c1ccc(Cl)c(C(=O)NNC(=O)c2csc(N3CCOCC3)n2)c1,16
CCCCN1C2=NC(c3ccccc3)CN2c2ccccc21 (stereo not drawn),-8
CCN(c1ccccc1)S(=O)(=O)c1ccc(C(=O)N2CCN(c3ccccc3)CC2)cc1,-11
C=CCn1c(C)cc(C(=O)CSc2nnc3n(CCC)c(=O)c4ccccc4n23)c1C,9
O=C(Nc1csc(Cl)c1)c1ccccc1,-23
CN1OC[C@@H]2CN[C@H](c3ccc(-c4cc5ccccc5o4)cc3)C[C@@H]21,-7
COC(=O)c1cc(Br)ccc1NC(=O)Nc1ccc(C)cc1,5
COc1ccc(S(=O)(=O)N2CCOCC2)cc1NC(=O)COC(=O)c1[nH]c(C)c(C(C)=O)c1C,-4
CCc1ccc(C(=O)NCC2(c3ccccc3)CCOCC2)o1,-6
CC(=O)Nc1ccc(N2CCOCC2)c(S(=O)(=O)Nc2ccccc2Cl)c1,3
CC1(c2ccccc2Cl)NC(=O)N(CC(=O)Nc2ccc(N3CCOCC3)cc2)C1=O (stereo not drawn),-2
COc1ccc(NC(=O)CN(C)C(=O)C2CC(=O)N(CCc3ccc(OC)c(OC)c3)C2)cc1 (stereo not drawn),-1
COc1ccc(C(=O)N2CCN(c3ccc(C(C)=O)cc3)CC2)cc1S(=O)(=O)N1CCCC1,4
Cc1cn([C@H]2C[C@H](O)[C@@H](CNCc3ccc(C#CCCO)cc3)O2)c(=O)[nH]c1=O,0
O=C(c1ccc(O)c(Br)c1)c1cc(Br)ccc1O,-11
O=[N+]([O-])c1cc(S(=O)(=O)N2CCOCC2)ccc1NS(=O)(=O)c1ccccc1,4
C[C@@H]1CN([C@@H](C)CO)C(=O)CCCn2nncc2CO[C@H]1CN(C)C(=O)C1CC1,4
O=C(COC(=O)c1ccc2c(c1)OCCO2)NCCc1ccc(F)cc1,5
Cc1ccc(NC(=O)C2CC(=O)N(c3ccccc3Cl)C2)cc1S(=O)(=O)N1CCOCC1 (stereo not drawn),-1
CC(=O)c1cccc(OC(=O)Oc2cccc(C(C)=O)c2)c1,4
O=C(NNC(=O)c1cccc2ccccc12)c1ccc(F)cc1,-5

# Structures from the list above that have fluorine (13):
SMILES,RXFP1 antag
COc1ccc(COC(=O)CCc2c[nH]c3ccccc23)cc1F,5
CC1(c2ccccc2)NC(=O)N(CC(=O)Nc2cc(C(F)(F)F)ccc2N2CCCCC2)C1=O (stereo not drawn),-30
CC1NC(=O)c2cccnc2-n2c1nc1cc(F)ccc1c2=O (stereo not drawn),7
COc1cccc(-c2ccc3c(c2)O[C@H](CN(C)C(=O)c2ccccc2F)[C@H](C)CN([C@H](C)CO)S3(=O)=O)c1,6
O=C(NC1CCN(Cc2ccccc2)CC1)c1ccccc1NS(=O)(=O)c1ccc(F)c(F)c1,-13
O=c1c2cc(C(F)(F)F)ccc2sn1-c1ccccc1,-11
C[C@@H]1CN([C@@H](C)CO)S(=O)(=O)c2ccc(Br)cc2O[C@H]1CN(C)C(=O)c1cccc(F)c1,-4
CC(C)C(NC(=O)c1ccccc1F)C(=O)NCCCn1ccnc1 (stereo not drawn),-10
CC(C)(Oc1ccc(F)cc1)C(=O)OCC(=O)c1ccc(S(C)(=O)=O)cc1,1
COCC#Cc1ccc2c(c1)O[C@@H](CN(C)S(=O)(=O)c1cccc(F)c1)[C@@H](C)CN([C@H](C)CO)S2(=O)=O,1
O=C(OCC(=O)N1CCc2ccccc2C1)c1ccc(F)cc1Cl,-6
O=C(COC(=O)c1ccc2c(c1)OCCO2)NCCc1ccc(F)cc1,5
O=C(NNC(=O)c1cccc2ccccc12)c1ccc(F)cc1,-5

# Bioassay records deposited in PubChem by National Center for Advancing Translational Sciences (NCATS).

# A portion of the library; rates above refer to the full screens.
